Screening data as filed in PubChem BioAssay.
NPY Y2 blocker = blocks the human neuropeptide Y Y2 receptor; AID 793; P49146; actives 0.99% (n = 140,000); NPY-Y2 expressing cells, antagonist mode; inhibition, % at 2.7 µM; in the data active = inhibition above about 17%;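 also: 0% = vehicle with agonist challenge and 100% = reference antagonist with challenge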
Target sequence (P49146 whole entry, looked up): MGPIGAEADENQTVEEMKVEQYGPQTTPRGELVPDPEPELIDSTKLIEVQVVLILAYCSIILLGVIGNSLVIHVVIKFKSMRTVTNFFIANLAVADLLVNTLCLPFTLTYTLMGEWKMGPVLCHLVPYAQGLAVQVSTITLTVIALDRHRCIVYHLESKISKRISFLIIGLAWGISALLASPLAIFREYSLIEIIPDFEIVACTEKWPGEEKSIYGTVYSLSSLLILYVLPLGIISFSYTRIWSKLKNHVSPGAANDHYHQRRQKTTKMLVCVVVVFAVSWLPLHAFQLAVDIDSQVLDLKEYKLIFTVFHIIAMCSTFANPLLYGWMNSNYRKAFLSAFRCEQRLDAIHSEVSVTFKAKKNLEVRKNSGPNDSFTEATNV
E-sel TNF inh = TNF alpha driven E-selectin expression inhibition | HUVEC TNFa-induced E-selectin immunofluorescence, high content | inhibition, % at 2 µM | actives 0.71% (n = 120,000);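 active = inhibition above the batch mean plus 3 SD, and confirmed as a hit on visual image review, cut at about 43% in these data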;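 also: 0% = TNF-stimulated DMSO wells and 100% = unstimulated control wells; not every result past the cut was called active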
HCT116 PTEN-null = PTEN-deleted cell growth suppression | actives 1.2% (n = 140,000) | viability, % at 10 µM | HCT116 PTEN-null viability, CellTiter-Glo, 60 h; stronger effect = lower value;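 active = viability at or below a set limit, 4 SD under the median of all tested compounds, cut at about 3.7% in these data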;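 also: PTEN knockout HCT116 line with beta catenin targeted HCT116 as companion control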
bCat KO growth = beta-catenin-lacking colon tumor cell growth suppression. actives 1.5% (n = 140,000). viability, % at 10 µM. HCT116 beta-catenin knockout viability, CellTiter-Glo, 60 h; stronger effect = lower value;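 active = viability at or under a set limit, the compound median less 4 SD, cut at about 6% in these data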;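 also: 0% = Hyamine 1622 control at 20 µM and 100% = untreated cell control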
Measles CPE = protection of cells from measles virus. Measles virus-infected cells, CPE protection, absorbance. protection (pct of control), % at 4 µM. actives 1.5% (n = 140,000); in the data active = protection mostly above about 24%, no sharp cut-off; inactive = mostly below about 26%; also: some compounds called inactive have numbers as strong as hits
Yeast growth inh = chemicals that inhibit yeast BB579 growth in restrictive medium (lifespan-shortening candidates); actives 0.51% (n = 140,000); inhibition, % at 10 µM; AID 804; S. cerevisiae BB579 growth, OD615, 48 h;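 active = inhibition above a set limit, 3 SD over the mean compound inhibition, cut at about 44% in these data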; also: inactives centre near -24
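Test system: S. cerevisiae DeaD strain BB579 yeast; Medium: restrictive CSMM-D medium; Compound: one dose, 10 µM compound with 0.25% DMSO; Incubation: 4 h cell preincubation, 48 h compound exposure, 30 °C humidified; Signal: OD at 615 nm; Benchmarks: amphotericin B at 10 µg/mL as positive control.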
MRP1 act = activates MRP-1 | H69AR cells + doxorubicin, viability rescue, CellTiter-Glo | viability increase, % at 10 µM | actives 0.61% (n = 140,000);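 active = viability gain under doxorubicin at or above a set limit, the compound median plus 3 SD, cut at about 4.7% in these data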;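 also: MRP-1 overexpressing cells given doxorubicin 25 µM after compound pretreatment; 18-22 h compound pretreatment then 72 h with doxorubicin before readout; 0% = doxorubicin-only wells and 100% = vehicle-treated cells without doxorubicin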
Phagocytosis inh = inhibitors of macrophage phagocytosis | J774A.1 macrophage IgG-bead phagocytosis, imaging | inhibition, % at 5 µM | actives 0.07% (n = 110,000);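 active = inhibition above the mean of the plate negative controls plus 5 SD, cut at about 13% in these data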;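 also: phagocytic index as fraction of beads internalized from green versus red external bead signal; plate controls were DMSO negative control for no effect and cytochalasin-D positive control for full effect; some results beyond the cut were filed as inactive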
GALR2 blocker = GALR2 (human) receptor antagonism; O43603; GALR2-expressing cells, antagonist mode; inhibition, % at 4 µM; actives 0.39% (n = 140,000); AID 828; in the data active = inhibition above about 27%;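 also: cells stimulated with galanin 1-16 at roughly its EC80; 0% = agonist challenge control and 100% = basal control without agonist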
Target sequence (O43603 whole entry, looked up): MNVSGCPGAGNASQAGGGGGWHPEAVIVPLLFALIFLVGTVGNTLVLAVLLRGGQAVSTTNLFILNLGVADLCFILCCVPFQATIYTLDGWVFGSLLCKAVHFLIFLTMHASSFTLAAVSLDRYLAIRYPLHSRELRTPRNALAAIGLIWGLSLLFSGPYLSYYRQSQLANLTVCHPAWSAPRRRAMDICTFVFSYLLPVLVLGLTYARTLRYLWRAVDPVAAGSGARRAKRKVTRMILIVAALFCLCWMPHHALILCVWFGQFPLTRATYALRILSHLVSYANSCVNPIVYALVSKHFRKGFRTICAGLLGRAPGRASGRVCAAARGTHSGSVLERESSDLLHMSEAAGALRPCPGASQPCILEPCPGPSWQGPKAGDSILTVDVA
Yeast life ext = extends the lifespan of yeast. S. cerevisiae growth with nicotinamide, OD615; deaD strain in restrictive glucose medium. inhibition of the nicotinamide effect, % at 10 µM. actives 0.68% (n = 130,000). AID 775;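 active = inhibition above a set limit, placed 3 SD over the median of all compounds, cut at about 26% in these data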;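 also: 0% = nicotinamide-treated wells and 100% = cells grown without nicotinamide; some compounds called inactive have numbers as strong as hits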
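Test system: DeaD-strain S. cerevisiae / Buffer or medium: restrictive glucose medium / Also added: nicotinamide 1.5 mM / Doses: one concentration, 10 µM, DMSO 0.25% / Schedule: 48 h at 30 °C / Signal: OD615 measurement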
Active calls of the source: *; / = not tested or not shown.

Sequence of screens: NPY Y2 blocker	bCat KO growth	GALR2 blocker	Measles CPE	HCT116 PTEN-null	Yeast life ext	MRP1 act	E-sel TNF inh	Phagocytosis inh	Yeast growth inh
> Cn1c(CN2CCCC2)nc2cc(NC(=O)COc3ccccc3)ccc21
 : 0	86	-3	20	91	-11	-2.4	21	2	-5
> Cn1c(SCC(=O)c2ccccc2)nnc1-c1cnccn1
 : 3	107	1	7	111	-13	0.6	-2	-3	-24
> Cc1nnc2ccc(N3CCN(c4cccc(C(F)(F)F)c4)CC3)nn12
 : 1	85	3	28	80	-7	-5.6	-51	-1	-35
> CN(C(=O)COc1ccc(C(C)(C)C)cc1)C1CCS(=O)(=O)C1 (configuration not stated)
 : -1	86	-1	4	96	-5	-0.8	-8	-1	-18
> Cc1cc(C)cc(N(CC(=O)NCC2CCCO2)S(=O)(=O)c2c(C)noc2C)c1 (configuration not stated)
 : 0	88	-1	8	77	-8	-0.6	-20	1	25
> CCCCC(=NCCO)C1=C(O)C(C(=O)OC)C(C)(C)CC1=O (configuration not stated)
 : -1	102	-24	2	101	19	-0.3	-17	1	-41
> Cc1nn(Cc2c(Cl)cccc2Cl)c(C)c1NC(=O)CCCn1nc(C)c([N+](=O)[O-])c1C
 : 0	85	6	18	98	0	-2.3	19	2	-2
> COc1ccc(N(CN2C(=O)c3ccccc3C2=O)C(=O)COc2ccc(Cl)cc2Cl)cc1
 : 4	98	15	19	96	5	-1.2	-17	/	-35
> COc1ccc(CCn2c(=N)c(C(=O)NCc3ccco3)cc3c(=O)n4ccccc4nc32)cc1
 : 8	16	1	8	9	1	-5.5	5	/	-30
> CC1(C)CC(=O)C2=C(C1)NC(=O)CC2c1ccccc1F (configuration not stated)
 : 3	99	0	11	95	-6	-2.0	24	-2	-27
> Cc1ccc(CCN2CC(C(=O)NCCCN(C)Cc3ccccc3)CC2=O)cc1 (configuration not stated)
 : 0	92	-6	8	93	-17	-3.3	-5	-1	10
> CCN1C(=O)/C(=c2\o/c(=C3\C=Cc4ccccc4N3CC)c(=O)n2CC)SC1=S
 : 2	101	4	12	96	-6	-0.6	-28	-1	-19
> N#CCCN1CCN(C(=S)c2ccc(-c3ccc(Cl)cc3)o2)CC1
 : 0	94	-3	3	104	-14	0.8	-20	2	-60
> Nc1nnnn1/N=C/c1ccccc1OCc1ccccc1
 : 10	103	-3	4	104	-4	3.4	3	-1	-25
> COc1ccccc1C(=O)Nc1ccc2c(c1)nc(CN1CCN(C(C)=O)CC1)n2C
 : 5	103	-9	31	114	-9	1.6	21	0	-38

Part of the list above in order of SMILES length, rising.
Sequence of screens: NPY Y2 blocker	bCat KO growth	GALR2 blocker	Measles CPE	HCT116 PTEN-null	Yeast life ext	MRP1 act	E-sel TNF inh	Phagocytosis inh	Yeast growth inh
> CC1(C)CC(=O)C2=C(C1)NC(=O)CC2c1ccccc1F (configuration not stated)
 : 3	99	0	11	95	-6	-2.0	24	-2	-27
> CCCCC(=NCCO)C1=C(O)C(C(=O)OC)C(C)(C)CC1=O (configuration not stated)
 : -1	102	-24	2	101	19	-0.3	-17	1	-41
> CN(C(=O)COc1ccc(C(C)(C)C)cc1)C1CCS(=O)(=O)C1 (configuration not stated)
 : -1	86	-1	4	96	-5	-0.8	-8	-1	-18
> Cc1ccc(CCN2CC(C(=O)NCCCN(C)Cc3ccccc3)CC2=O)cc1 (configuration not stated)
 : 0	92	-6	8	93	-17	-3.3	-5	-1	10
> COc1ccc(CCn2c(=N)c(C(=O)NCc3ccco3)cc3c(=O)n4ccccc4nc32)cc1
 : 8	16	1	8	9	1	-5.5	5	/	-30

Continued.
Sequence of screens: NPY Y2 blocker	bCat KO growth	GALR2 blocker	Measles CPE	HCT116 PTEN-null	Yeast life ext	MRP1 act	E-sel TNF inh	Phagocytosis inh	Yeast growth inh
> C=CCn1c(Cc2ccc(OC)cc2)nnc1SCC(=O)NCCc1ccccc1
 : 3	84	5	3	87	-19	-1.7	-17	-7	-12
> CN1CCN(S(=O)(=O)c2cc([N+](=O)[O-])ccc2N/N=C/c2ccc(Cl)cc2)CC1
 : -2	96	4	17	101	-1	-0.9	/	-11	-12
> CC1(C)CC(=O)CC(C)(C)N1OC(=O)c1ccco1
 : 3	107	0	11	112	0	-0.2	11	-1	-59
> CC(=O)Nc1sc2c(c1C(c1ccc(Cl)cc1)N1CCOCC1)CCCC2 (configuration not stated)
 : 2	27	7	0	29	-11	-5.4	10	-1	-25
> O=S1(=O)CCN(Cc2ccc(Cl)c(Cl)c2)CC1
 : 0	84	15	14	92	-24	-0.7	21	/	-16
> CCOC(=O)N1CCN(C(=O)c2ccc(OCC)c(OCC)c2)CC1
 : -1	104	1	7	101	/	0.3	-2	/	-30
> Cc1ccc(NC(=O)CS(=O)CC(=O)N(CC(=O)NC2CCCC2)c2cccc(C)c2C)cc1 (configuration not stated)
 : 1	107	-8	21	99	-20	1.6	-35	0	-19
> O=C1C2C3C=CC(C3=C3CCCCC3)C2C(=O)N1Cc1ccccc1 (configuration not stated)
 : 5	75	-6	8	71	9	-0.9	-2	0	-33
> Cc1cccc(C)c1OCC(=O)NNC(=O)c1ccoc1C
 : -1	103	11	7	101	-3	-0.1	-61	-2	-54
> CCOC(=O)C(/C=C(\C#N)C(=O)OCC)=C(/N)N1CCN(c2ccc(Cl)cc2)CC1
 : -2	91	3	6	81	-13	-0.7	-18	-1	-49
> O=C(NCCc1nc(-c2ccccc2)cs1)c1ccc(Br)cc1
 : 7	88	7	5	88	-6	1.6	/	-4	-45
> Cc1ccsc1C(=O)Nc1nnc(-c2ccco2)o1
 : 3	26	10	7	26	60	-2.5	-1	0	-24
> COc1ccc2[nH]c(=O)c(CN(C(=O)NC3CCCCC3)C3CCCCC3)cc2c1
 : 6	68	-2	3	74	-8	0.2	/	-1	-60
> COc1ccc([N+](=O)[O-])cc1NC(=O)c1ccc(C)o1
 : 1	89	2	9	92	-6	-2.4	/	-6	14
> CC(C)[C@H](N)c1nnc(SCc2ccc(Cl)cc2)o1
 : 2	90	1	17	81	-13	-0.4	-8	3	-20

Of the compounds above, three contain an aryl thioether with sulfur outside any ring:
Sequence of screens: NPY Y2 blocker	bCat KO growth	GALR2 blocker	Measles CPE	HCT116 PTEN-null	Yeast life ext	MRP1 act	E-sel TNF inh	Phagocytosis inh	Yeast growth inh
> Cn1c(SCC(=O)c2ccccc2)nnc1-c1cnccn1
 : 3	107	1	7	111	-13	0.6	-2	-3	-24
> C=CCn1c(Cc2ccc(OC)cc2)nnc1SCC(=O)NCCc1ccccc1
 : 3	84	5	3	87	-19	-1.7	-17	-7	-12
> CC(C)[C@H](N)c1nnc(SCc2ccc(Cl)cc2)o1
 : 2	90	1	17	81	-13	-0.4	-8	3	-20

Following part
Sequence of screens: NPY Y2 blocker	bCat KO growth	GALR2 blocker	Measles CPE	HCT116 PTEN-null	Yeast life ext	MRP1 act	E-sel TNF inh	Phagocytosis inh	Yeast growth inh
> COc1ccc(/C(C)=C2/SC(=S)N(CCC(=O)O)C2=O)cc1
 : 10	96	-1	2	89	7	0.2	14	-1	-26
> O=C(c1ccc(Br)cc1)c1cc([N+](=O)[O-])ccc1N1CCCCC1
 : 17*	13	4	2	14	-19	-4.7	15	/	-30
> Cc1cccc(-c2nc(CN3CCCC(C(=O)NC4CCCCCC4)C3)c(C)o2)c1 (configuration not stated)
 : 7	58	-7	17	59	-2	-3.8	/	/	-58
> CN(C)c1nc(N(C)C)nc(N2CCCCC2)n1
 : 4	96	-12	14	112	1	1.7	5	3	-35
> Cc1cc(SCC(=O)N2CCC(c3noc4ccc(F)cc34)CC2)nc2ccccc12
 : 3	101	5	5	80	-18	-1.2	-18	1	-24
> CC1CCCN(C(=O)CCCn2c(=S)[nH]c3ccccc3c2=O)C1 (configuration not stated)
 : 1	97	-5	8	93	-6	-2.4	4	0	-7
> COc1cc(C(=O)ON=C2C=C(C)C(=O)C(C)=C2)cc(OC)c1OC
 : 1	11	-10	3	19	2	-3.1	6	-1	-11
> Cc1oc(-c2ccccc2F)nc1CN1CCC(C(=O)NC2CC2)CC1
 : 1	84	3	14	87	-10	-1.9	-11	-4	-34
> CCOC(=O)c1ccc(NC(=O)CSc2nnnn2CCCO)cc1
 : -1	108	4	6	110	-10	-0.6	8	2	-38
> Cc1cc(C)n(CC(=O)c2ccccc2)c(=O)c1C#N
 : 0	88	10	49	97	-3	-1.1	/	-1	-7
> COc1ccccc1NC(=O)N(C1CCCC1)C1CCN(C(C)=O)CC1
 : 1	79	2	24	87	-9	-2.3	/	0	4
> Cc1cccc(C(=O)N2CCC(=O)N(C(COCc3cccc(Cl)c3)Cc3ccccc3)CC2)c1 (configuration not stated)
 : 8	78	-4	1	80	8	-4.3	/	/	-21
> O=C(COC(=O)c1ccccc1Nc1ccccc1)NCc1ccco1
 : 2	83	7	14	89	-2	-0.1	/	2	-56
> CCC(Sc1nc2c(cnn2-c2ccccc2)c(=O)[nH]1)C(=O)OC (configuration not stated)
 : 1	89	-1	9	109	-9	-2.6	4	-1	-30
> O=C(c1cccc(Cl)c1)N1CCN(c2ccccn2)CC1
 : 3	110	0	6	105	-12	1.6	34	2	-44
> O=C(CSc1n[nH]c(-c2cccs2)n1)N1CCN(S(=O)(=O)c2ccc3ccccc3c2)CC1
 : 2	80	-5	9	/	4	-1.0	-21	0	-25
> C=CCn1c(SCC(=O)NCCOC)nc2scc(-c3ccco3)c2c1=O
 : 0	101	0	7	104	-11	-1.6	-68	-1	-95
> O=C1N=C(N2CCCCC2)SC1=C1CCCCC1
 : 2	111	6	13	101	-12	-1.1	5	/	3
> CCc1ccccc1NS(=O)(=O)c1ccc2[nH]cc(C(=O)NCc3ccco3)c(=O)c2c1
 : -1	56	14	4	58	-14	-1.8	11	/	-54
> Cc1ccc(-c2csc(/C(C#N)=C(\O)CN3CCN(C(=O)c4ccco4)CC3)n2)cc1
 : 1	92	-2	5	102	-5	-0.7	-3	-4	-39
> O=C(CN1CCN(S(=O)(=O)c2ccc(Br)cc2)CC1)Nc1ccc2c(c1)OCO2
 : 1	94	-10	15	81	-9	-2.0	/	2	-8
> CCOC(=O)c1c(NC(=O)COc2cccc3c2CCN(CC)C3=O)sc2c1CCC2
 : 1	84	4	4	78	2	-1.8	/	-2	-37
> CCC(C)Nc1nc(-c2cccc(OC)c2O)nc2ccccc12 (configuration not stated)
 : 1	2.5*	4	15	2.1*	-36	-1.6	-74	/	-49
> CSc1ccccc1NC(=O)COc1ccc(Cl)cc1Cl
 : 11	68	-11	18	79	-3	-3.0	6	2	-26
> CC(C)(C)SCCNC(=O)COc1ccc(Cl)cc1
 : 0	100	-10	8	102	-10	-0.2	4	-1	-18
> O=C(CCc1ccccc1)NC(=S)Nc1ccc(S(=O)(=O)N2CCOCC2)cc1
 : 1	77	-8	4	89	3	-2.1	1	/	-38

The order is random; about 6.4% have a hit in one of these screens.
